CHRM5 PAM – positive allosteric modulators of human muscarinic M5 receptor | CHO-K1 hM5, Fluo-8 calcium, ACh EC20 PAM; 0% = ACh EC20, 100% = ACh EC100 | activation, % at 3 µM | 360,000 tested, 0.3% active;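 active = activation above the run cutoff, the mean activation of all test compounds plus 3 SD, cut at about 18% in these data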
Target sequence (P08912 whole entry, looked up): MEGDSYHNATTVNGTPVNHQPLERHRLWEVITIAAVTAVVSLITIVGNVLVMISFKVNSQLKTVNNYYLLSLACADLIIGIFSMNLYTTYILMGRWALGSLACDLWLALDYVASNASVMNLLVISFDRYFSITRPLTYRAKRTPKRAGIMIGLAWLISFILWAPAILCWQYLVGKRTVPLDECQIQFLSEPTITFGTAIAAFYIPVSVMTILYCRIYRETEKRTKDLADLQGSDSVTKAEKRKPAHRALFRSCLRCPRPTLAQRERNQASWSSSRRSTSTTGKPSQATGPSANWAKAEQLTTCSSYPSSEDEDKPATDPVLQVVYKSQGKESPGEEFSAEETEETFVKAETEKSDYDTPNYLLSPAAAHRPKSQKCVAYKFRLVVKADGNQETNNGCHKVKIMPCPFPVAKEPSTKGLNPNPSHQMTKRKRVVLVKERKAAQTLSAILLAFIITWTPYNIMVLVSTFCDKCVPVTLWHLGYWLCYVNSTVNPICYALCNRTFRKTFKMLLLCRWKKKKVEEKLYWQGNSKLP
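Assay system: CHO-K1 hM5 cells. Also added: acetylcholine at EC20 concentration, added after compound. Dosing: 3 µM, single dose. Times: compound preincubation 140 s before EC20 acetylcholine addition. Signal: Fluo-8 calcium fluorescence. Measure: % activation relative to EC20 and EC100 ACh responses. Repeats: singlicate, one well per test compound.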
M5 ag – agonists of human muscarinic M5 receptor (CHRM5) | P08912 | CHO-K1 hM5 cells, Fluo-8 calcium fluorescence; 0% DMSO wells, 100% maximal acetylcholine response | activation, % at 3 µM | 360,000 tested, 0.19% active | AID 624037;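 active = activation above the run's mean over test compounds plus 3 SD, cut at about 23% in these data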;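 also: signal is peak over basal fluorescence ratio across the kinetic read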
CHO-K1 Ca antag – M1 antagonist counterscreen hit in parental CHO-K1 cells. inhibition, % at 3 µM. 360,000 tested, 0.6% active. ATP-induced calcium, Fluo-8 fluorescence;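 active = inhibition above a per-plate cutoff, the plate's mean sample inhibition plus 3 SD, cut at about 24% in these data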;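 also: 0% = DMSO plus EC80 ATP and 100% = DMSO alone without ATP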
M1 ag parental – M1 agonist counterscreen hit in parental CHO-K1 cells. Fluo-8 calcium fluorescence; scaled to maximal ATP response, vehicle zero. activation, % at 3 µM. 360,000 tested, 0.48% active; in the data active = activation above about 15%;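 also: untransfected CHO-K1 host cells lacking M1 receptor as counterscreen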
M4 PAM – positive allosteric modulators of human muscarinic M4 receptor; 360,000 tested, 0.4% active; CHO-K1 hM4/Gqi5, Fluo-8 calcium fluorescence, ACh EC20; 0% = ACh EC20, 100% = maximal ACh; activation, % at 3 µM;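 active = activation above its plate's cutoff, the mean activation of sample wells plus 3 SD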; also: some results filed as inactive read as strong as hits
Target sequence (P08173 whole entry, looked up): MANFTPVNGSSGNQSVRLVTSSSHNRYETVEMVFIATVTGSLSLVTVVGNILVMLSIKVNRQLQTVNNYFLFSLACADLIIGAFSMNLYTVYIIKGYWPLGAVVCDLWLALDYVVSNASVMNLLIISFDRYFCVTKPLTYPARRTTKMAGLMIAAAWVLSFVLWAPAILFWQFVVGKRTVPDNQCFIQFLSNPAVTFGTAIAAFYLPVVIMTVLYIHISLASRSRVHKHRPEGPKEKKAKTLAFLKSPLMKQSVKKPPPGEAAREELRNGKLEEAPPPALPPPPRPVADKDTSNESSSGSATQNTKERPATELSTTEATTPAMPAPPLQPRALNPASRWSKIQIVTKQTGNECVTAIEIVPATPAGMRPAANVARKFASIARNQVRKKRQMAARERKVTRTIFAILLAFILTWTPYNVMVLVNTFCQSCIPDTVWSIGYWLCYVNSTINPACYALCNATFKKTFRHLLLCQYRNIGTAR
M4 ag – CHRM4 agonism in calcium assay; P08173; CHO-K1 hM4/Gqi5, Fluo-8 calcium fluorescence; vehicle 0%, full acetylcholine response 100%; activation, % at 3 µM; 360,000 tested, 0.14% active; AID 624127;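 active = activation above the run mean over all test wells plus 3 SD, cut at about 32% in these data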;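 also: peak over basal fluorescence ratio per well then scaled between controls; 0% = DMSO wells and 100% = acetylcholine at EC100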
CHRM4 antagonist – antagonists of human muscarinic M4 receptor (CHRM4); P08173; CHO-hM4 cells, ACh EC80, Fluo-8 calcium fluorescence; inhibition, % at 3 µM; 360,000 tested, 0.73% active;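 active = inhibition above its plate's cutoff, the mean inhibition of sample wells plus 3 SD, cut at about 27% in these data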;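 also: 0% = acetylcholine EC80 with DMSO and 100% = DMSO without agonist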
CHO-K1 Ca PAM – counter-screen for M1 PAMs: effect in parental CHO-K1 cells. ATP EC20, Fluo-8 calcium fluorescence; 0% at ATP EC20, 100% at ATP max. activation, % at 3 µM. 360,000 tested, 0.02% active;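 active = activation above the run cutoff, the mean activation of all test compounds plus 3 SD, cut at about 40% in these data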;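 also: peak over basal fluorescence ratio in a 140 s read after ATP addition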
M5 antag – blocks acetylcholine activation of human M5 receptor; P08912; CHO-hM5 cells, Fluo-8 calcium fluorescence, ACh EC80; inhibition, % at 3 µM; 360,000 tested, 0.59% active;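 active = inhibition above a per-plate cutoff, the mean of that plate's test compounds plus 3 SD, cut at about 27% in these data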;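 also: 0% = acetylcholine EC80 with DMSO and 100% = DMSO without agonist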
* marks the source's active call; other numbers are inactive results.

SMILES	CHRM5 PAM	M5 ag	CHO-K1 Ca antag	M1 ag parental	M4 PAM	M4 ag	CHRM4 antagonist	CHO-K1 Ca PAM	M5 antag
Cc1ccc(C2=N/C(=C/N3CCOCC3)C(=O)O2)cc1	38*	0	-15	0.2	3	0	-5	21	-4
CCCCN1CN(Cc2ccccc2)CNC1=S	0	-3	3	-0.1	8	0	11	-6	-1
Cc1nc2ccccc2c(=O)n1-c1ccc(F)c(NC(=O)c2cccs2)c1	-2	-3	11	-0.4	5	2	-20	-11	0
Cc1ccc(NC(=S)NC(=O)C2CCC2)cc1C	3	-4	0	0.1	-5	-1	6	-11	-15
O=C1O/C(=C\c2ccccc2)c2ccccc21	-7	2	11	0.3	-1	1	-9	-8	-2
Nc1ccc(Cl)c[n+]1Cc1cccc2cccnc12	-2	-11	-5	0.2	-12	3	2	4	7
O=C(Cc1cccc(F)c1)N1CCCC(CO)(Cc2ccc(F)cc2F)C1 (stereo unspecified)	-3	4	1	0.5	-2	5	1	-12	3
C[C@@H]1CN([C@@H](C)CO)C(=O)Cc2cc(NC(=O)Nc3cccc4ccccc34)ccc2O[C@@H]1CN(C)S(C)(=O)=O	-4	0	-8	0.3	7	1	-20	10	14
CC1=C([N+](=O)[O-])C(c2ccc(Cl)cc2)NC(=O)N1C (stereo unspecified)	0	-1	-5	0.6	2	2	-9	2	3
Cc1sc(N)nc1-c1ccc(Oc2ccccc2)cc1	-8	-1	-14	-0.8	2	1	-13	14	12
COc1ccc(-c2nc(CC(=O)Nc3cccc(S(=O)(=O)NC4=NCCC4)c3)cs2)cc1	-5	-2	-9	-0.4	0	1	3	5	3
Cc1cc(C)n2c(NC3CCCCC3)c(-c3cccnc3)nc2n1	-9	2	8	0.4	-3	1	8	-6	3
CCCC(=O)Nc1cccc(-c2cn3ccsc3n2)c1	-2	1	-4	0.6	-1	2	8	7	-3
O=C(NCc1ccco1)C(c1ccncc1)N(CCC1=CCCCC1)C(=O)Cn1nnc2ccccc21 (stereo unspecified)	-4	-7	-1	-0.1	1	2	-8	13	-2
CCC(=O)Nc1cc(OC)c(NC(=S)Nc2ccccc2CC)cc1OC	2	3	-10	0.4	3	2	-5	3	-7
O=C(Nc1ccc(Br)c2ccccc12)c1ccc2ccccc2c1O	-11	10	14	18*	-11	19	5	-10	21
O=c1c2ccccc2[nH]c(=S)n1CC1CCCO1 (stereo unspecified)	-5	1	4	0.3	0	2	14	-1	-3
CCN(CC(=O)Nc1ccc(OC)cc1)C(=O)c1cc2c(s1)CCCCC2	-6	-3	-2	0.3	-5	0	3	-13	13
COc1cccc2c1C(CO)N1C(C#N)C3CC(C(=O)O)C(C1C2)N3C (stereo unspecified)	-6	1	-6	0.6	1	2	-1	0	3
CC(C)N(C(=O)CSc1nnc(NC(=O)Cc2cccs2)s1)C(C)C	4	-1	-7	0.0	-4	0	6	13	5
CC1(C(=O)NS(=O)(=O)C2CC2)CCN(C(=O)c2ccc(F)cc2Cl)C1 (stereo unspecified)	0	0	2	-0.2	4	0	-10	-6	-4
Cc1cc(C)c(C#N)c(N2CCSCC2)n1	0	-2	1	-0.2	9	0	-11	4	-3
O=C(Nc1nsc(-c2ccccc2)n1)c1ccncc1	2	-1	10	0.5	4	5	-21	-6	-5
COc1cccc(/C=C2\SC(=S)N(CCC(=O)Nc3ccc(O)cc3)C2=O)c1	-6	0	-5	6.8	-7	7	2	24	13
CCC(C)(C)n1nnnc1CN(Cc1ccco1)Cc1cc2cc3c(cc2[nH]c1=O)OCO3	-1	-2	-13	0.2	1	1	-5	10	-9
COc1cccc(CNC(=O)CSc2nnc3c(n2)[nH]c2ccc(F)cc23)c1	1	-3	0	0.1	6	1	2	-1	8
CCN(CC(=O)Nc1ccc(NC(C)=O)cc1)C(=O)c1cccc(S(=O)(=O)N2c3ccccc3CC2C)c1 (stereo unspecified)	-5	0	-7	0.8	-5	0	13	12	10
CCCCNC(=O)OCCSCCS(=O)(=O)c1ccc(Cl)cc1	-4	-7	-8	1.4	3	0	-17	22	8
Cc1ccc(-c2noc(CCCC(=O)NC3CCCC3)n2)cc1	-5	7	5	10	-1	11	-9	-16	1
COc1ccccc1N1CCN(C(=O)c2cc3c(s2)CCCCC3)CC1	-8	-4	-11	3.2	-8	5	-9	18	18
CCCCCCc1cc2cc(S(=O)(=O)c3ccc(F)c(Cl)c3)c(=O)oc2cc1O	-9	5	16	4.0	-12	13	21	-10	13
CC(=O)Nc1ccc(NC(=S)NC(=O)/C=C/c2ccccc2)cc1	7	3	3	-0.5	-5	1	-6	-3	-10
Nc1ccc(-c2nnc(-c3ccccc3)o2)cc1	9	4	-7	0.1	-4	1	4	-8	-11
CCN(CC(=O)NCc1cccs1)C(=O)c1ccc(OC)c(OC)c1	2	-4	-5	1.2	9	2	-14	18	2
CN(C)/C=C/C(=O)c1ccc(N2CCN(c3ncc(C(F)(F)F)cc3Cl)CC2)cc1	5	3	-1	0.3	1	3	8	11	-4
O=C(NCc1cccs1)c1csc([C@@H]2O[C@H](CO)[C@H](O)[C@H](O)[C@H]2O)n1	-1	0	-9	0.6	5	1	-2	7	1

The last 2 records of the part before are carried over, then new ones follow:
SMILES	CHRM5 PAM	M5 ag	CHO-K1 Ca antag	M1 ag parental	M4 PAM	M4 ag	CHRM4 antagonist	CHO-K1 Ca PAM	M5 antag
CN(C)/C=C/C(=O)c1ccc(N2CCN(c3ncc(C(F)(F)F)cc3Cl)CC2)cc1	5	3	-1	0.3	1	3	8	11	-4
O=C(NCc1cccs1)c1csc([C@@H]2O[C@H](CO)[C@H](O)[C@H](O)[C@H]2O)n1	-1	0	-9	0.6	5	1	-2	7	1
O=C(O)C1CCCN1c1ncccn1 (stereo unspecified)	-6	-2	-3	0.4	13	1	3	18	3
Clc1ccccc1C1=Nn2c(nnc2-c2ccncc2)SC1	-3	-3	-8	0.2	8	2	-5	13	-8
COc1cc2ccnc(Cc3cccc(OC)c3OC)c2cc1OC	5	9	-3	8.7	-9	12	-3	9	-5
CCCCSc1ncnc2c1ncn2C1CCCCO1 (stereo unspecified)	4	-3	-6	-0.2	-1	2	6	17	16
COC(=O)/C=C/c1ccsc1NC(C)=O	3	-1	-3	0.1	4	1	-2	10	2
CN(CCc1ccccn1)C(=S)NC(=O)c1ccco1	1	1	-11	1.3	2	1	5	23	-9
COc1ccc(C(=O)Nc2ccc(NC(=O)c3cccc(OC)c3)cn2)cc1	-11	3	-4	7.3	-1	16	-5	6	2
O=C1CNC(=O)/C1=C/c1ccccc1	3	0	21	-0.6	-1	0	4	-9	-7
Cc1ccc(/C=N/NC(=O)Cn2cnc3c2c(=O)n(C)c(=O)n3C)s1	-3	-1	-9	2.4	4	4	3	25	-1
CCCn1c(-c2ccc[nH]c2=O)nc2cc(C)c(C)cc21	6	-4	5	0.4	0	0	0	15	-2
COc1ccc(CNC(=O)CN2C(=O)C(C)N(c3ccc(C)cc3)C2=O)cc1 (stereo unspecified)	1	1	-5	3.0	1	0	10	20	-4
COc1cccc(N2CCN(S(=O)(=O)c3ccc4c(c3)CC(C)N4C(=O)C3CC3)CC2)c1 (stereo unspecified)	-4	-5	-15	0.9	0	3	-4	5	4
COc1cc(/C=C2\C(=N)N3N=C(CC(=O)N4CCOCC4)SC3=NC2=O)cc(OC)c1OC	-6	-3	-11	-0.2	0	0	-13	-1	16
C[C@@H]1CN([C@H](C)CO)S(=O)(=O)c2ccc(Br)cc2O[C@H]1CN(C)C(=O)C1CC1	2	1	-13	0.3	9	2	-14	17	-8
O=C(c1ccccc1Cl)N(Cc1ccc(Br)cc1)N1C(=O)CCC1=O	10	-8	3	1.5	6	3	-18	1	-1
COc1ccc(-c2csc(NC(=O)CSCC(=O)Nc3cc(C)on3)n2)c(OC)c1	0	-3	-3	1.4	6	6	-11	17	-5
O=C(COC(=O)[C@@H]1CCCN1C(=O)c1cccs1)Nc1cccc(Cl)c1	-25	-3	-22	5.0	-4	22	-25	14	-3
O=C(NCc1ccc(Cl)cc1)C(=O)NCC1OCCN1C(=O)c1cccs1 (stereo unspecified)	-4	-3	7	-0.4	8	2	-1	2	3
C=C1c2c(Cl)ccc(O)c2C(O)=C2C(=O)[C@]3(O)C(O)=C(C(N)=O)C(=O)[C@@H](N(C)C)[C@@H]3[C@@H](O)C12 (stereo partly specified)	-4	1	-3	0.0	7	0	-10	10	5
CCOc1ccc(C(=O)NCC(=O)OCc2c(C)noc2C)cc1	-1	0	1	0.4	-2	0	6	13	-3
CCCn1c(SCC(=O)c2cc(OC)ccc2OC)nnc1C(C)C	1	-5	8	1.2	-2	1	1	-4	-3
CC(C)N(C(=O)COC(=O)c1cncc(Br)c1)C(C)C	-6	3	-6	-0.1	0	1	-9	-6	5
CCOC(=O)c1nc(NCCc2ccccc2)sc1C	11	-1	-4	2.5	1	0	-7	21	-7
NS(=O)(=O)c1cccc(NC(=O)CSc2nnc(C3CC3)n2C2CC2)c1	2	-1	-14	0.6	17	5	-7	-5	3

Profiles from above. Screens in order: CHRM5 PAM | M5 ag | CHO-K1 Ca antag | M1 ag parental | M4 PAM | M4 ag | CHRM4 antagonist | CHO-K1 Ca PAM | M5 antag
Entry for `CN(CCc1ccccn1)C(=S)NC(=O)c1ccco1` = 1 | 1 | -11 | 1.3 | 2 | 1 | 5 | 23 | -9
Entry for `CCCn1c(-c2ccc[nH]c2=O)nc2cc(C)c(C)cc21` = 6 | -4 | 5 | 0.4 | 0 | 0 | 0 | 15 | -2

Additional results.
SMILES	CHRM5 PAM	M5 ag	CHO-K1 Ca antag	M1 ag parental	M4 PAM	M4 ag	CHRM4 antagonist	CHO-K1 Ca PAM	M5 antag
O=C(c1cc(-c2ccccc2)nc2ccccc12)N1CCCC1	-1	1	-15	3.0	-1	4	-3	2	5
CCOc1ccc(N=C2NC(=O)SC2CC(=O)OC)cc1 (stereo unspecified)	-12	1	4	2.0	-1	12	10	-11	16
O=[N+]([O-])c1ccc(-c2csc(N3CCc4ccccc4C3)n2)cc1	3	-3	-8	0.2	6	1	-13	19	-9
Cc1ccc(Cl)c(OC(=O)c2nn(C(C)C)c(=O)c3ccccc23)c1	-1	-3	-2	0.0	0	-1	1	19	-1
N/C(=N\OC(=O)c1cccc2ccccc12)c1cccnc1	-4	-4	2	-0.1	-2	0	-1	17	0
Cc1ccc2nc(/C(C#N)=C\c3cc(C)n(-c4cccc([N+](=O)[O-])c4)c3C)[nH]c2c1	-10	-4	1	0.5	-8	1	6	3	2
COC(=O)c1nn(-c2cccc(C)c2)c2nnc(Cc3ccc(C)cc3)c(=O)n12	3	-3	-22	2.0	-5	2	13	12	-7
Cc1cc(C)n(CC(=O)N/N=C/c2ccc(C)o2)n1	-2	-1	0	-0.2	0	0	12	-2	3
CCC1(CC)NC(=O)N(CC(=O)OCC(=O)Nc2cc(C)ccc2C)C1=O	0	-1	-11	0.3	18*	1	-13	16	1
CCN(CC)Cc1cc(C(=O)O)c(C)o1	-13	2	-4	3.5	-4	12	-3	11	-2
O=[N+]([O-])c1ccc(N2CCOCC2)cc1NCCCO	6	0	8	0.1	5	1	-19	18	-18
O=C(Oc1ccc(-n2cnnn2)cc1)c1ccco1	8	-3	-9	0.9	1	0	1	19	-7
CCc1nnc(NC(=O)CCC(=O)N2CCN(Cc3cc(F)ccc3OC)CC2)s1	3	2	-7	1.1	5	1	12	26	-3
Cc1cc(C)n(CCNC(=O)c2ccco2)n1	-1	-3	-7	0.8	7	1	-13	10	14
COc1ccc(-c2onc(C)c2-c2ccc(C(=O)OC(C)C)o2)c(O)c1	-12	-5	-12	1.1	-5	0	-3	11	1
